Screening data as filed in PubChem.
TEAD-YAP block: TEAD-YAP interaction inhibition, primary screen, TEAD-YAP interaction inhibitor project, luminescence, HEK-TIYL cells; TEAD-Gal4/YAP UAS-luciferase luminescence; inhibition, % at 9.12 µM; actives 1.4% (n = 640,000); AID 1259422, 2018; in the data active = inhibition above about 32%;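 note: 0% = median of test compound wells and 100% = reference inhibitor wells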
GPR151 ag: activators of human GPR151, primary screen, cell-based, PathHunter beta-arrestin, luminescence; AID 1508602, 2020; G-protein coupled receptor 151 (Homo sapiens), Q8TDV0; PathHunter beta-arrestin GPR151 cells; actives 1% (n = 650,000); activation, % at 11.2 µM; in the data active = activation above about 4.9%;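 note: 0% = median of compound wells and 100% = cells with positive control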
Target sequence (Q8TDV0 whole entry, looked up): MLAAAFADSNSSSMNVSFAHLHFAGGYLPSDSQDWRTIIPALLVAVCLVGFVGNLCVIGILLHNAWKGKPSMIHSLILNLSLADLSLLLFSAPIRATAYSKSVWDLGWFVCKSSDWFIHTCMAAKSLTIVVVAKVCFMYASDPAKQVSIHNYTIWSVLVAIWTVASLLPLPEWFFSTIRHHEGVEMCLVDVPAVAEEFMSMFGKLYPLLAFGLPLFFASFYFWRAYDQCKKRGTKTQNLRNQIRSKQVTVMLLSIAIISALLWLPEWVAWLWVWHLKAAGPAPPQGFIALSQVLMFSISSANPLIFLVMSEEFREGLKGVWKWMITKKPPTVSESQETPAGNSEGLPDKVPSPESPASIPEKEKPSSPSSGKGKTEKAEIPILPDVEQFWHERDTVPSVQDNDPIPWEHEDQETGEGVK
MITF inh: MITF inhibitors, primary screen, biochemical, AlphaScreen, human; Microphthalmia-associated transcription factor (Homo sapiens), O75030; AlphaScreen MITF homodimerization, bead proximity signal; inhibition, % at 2.6 µM; actives 0.91% (n = 650,000); in the data active = inhibition above about 50%;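 note: 0% = vehicle wells with protein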
Target sequence (O75030 whole entry, looked up): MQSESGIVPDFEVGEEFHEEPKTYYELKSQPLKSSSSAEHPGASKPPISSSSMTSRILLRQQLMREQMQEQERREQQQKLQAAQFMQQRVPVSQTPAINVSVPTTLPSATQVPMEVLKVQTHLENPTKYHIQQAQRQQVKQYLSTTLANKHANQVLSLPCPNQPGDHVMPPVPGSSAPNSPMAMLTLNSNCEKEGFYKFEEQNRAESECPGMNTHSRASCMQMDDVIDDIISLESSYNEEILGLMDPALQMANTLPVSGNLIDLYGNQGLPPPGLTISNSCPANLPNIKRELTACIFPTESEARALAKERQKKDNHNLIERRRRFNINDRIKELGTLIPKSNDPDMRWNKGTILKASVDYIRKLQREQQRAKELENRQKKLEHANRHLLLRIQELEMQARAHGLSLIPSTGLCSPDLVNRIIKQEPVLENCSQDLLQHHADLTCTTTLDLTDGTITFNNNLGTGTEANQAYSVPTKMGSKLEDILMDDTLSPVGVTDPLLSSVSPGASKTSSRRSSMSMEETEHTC
FBW7 act: FBW7 E3 ligase activators, primary screen, biochemical, AlphaScreen, human | F-box/WD repeat-containing protein 7 (Homo sapiens), Q969H0 | AlphaScreen FBW7–phospho-cyclin E peptide binding, activator screen | normalized activity (activation), % at 26.1 µM | actives 0.13% (n = 650,000); in the data active = normalized activity above about 1.9%;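 note: purified mutant Fbw7 with reduced substrate affinity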
The depositor's hits bear a star.

Below each compound – TEAD-YAP block, GPR151 ag, MITF inh, FBW7 act
c1ccc(-c2nnc3ccc(N4CCC(c5ccccc5)C4)nn23)cc1 (stereo not given)
    12.2, -1.1, 15.4, 0.8
COc1cc(C2CC(=O)NC3=C2C(=O)CC(C)(C)C3)cc(Cl)c1O (stereo not given)
    -11.8, 0.3, 8.6, 0.1
CC(=O)C1=C(c2ccc(C)cc2)N(C(C)=O)n2c(C)nnc2S1
    20.4, -1.3, 2.1, -0.1
CC1=C(CCN2CCc3nnc(C(C)NC(=O)C4CCOCC4)n3CC2)C(C)(C)CCC1 (stereo not given)
    9.1, -0.5, -16.4, 0.1
Oc1ccc(-c2cnn3c(N4CCOCC4)ccnc23)cc1
    98.3*, -1.4, -0.4, -0.2
Cc1ccc(Cn2c(SCC(=O)NCC3CCCO3)nc3ccsc3c2=O)cc1 (stereo not given)
    -6.4, -0.3, 5.8, 0.1
CCc1ccc(OCc2nc(-c3ccc(OC)cc3)no2)cc1
    -0.6, 0.9, -0.2, 0.4
O=C(O)CNC(=O)CCN1C(=O)c2ccccc2C1=O
    -11.6, 1.5, -3.4, -0.2
CC(C)OCCCNC(=O)c1cnc(N2CCCC2)nc1
    3.9, 0.0, 2.1, 0.5
COCCCN1C(=O)C2C(C(=O)Nc3ccc(Cl)c(Cl)c3)C3C=CC2(O3)C1C(=O)NC1CCCCC1 (stereo not given)
    -7.8, 0.4, -0.7, 0.0
N#Cc1cc2cc3c(cc2nc1N1CCCN(C(=O)Nc2ccccc2F)CC1)OCO3
    -10.5, 0.0, -16.1, 0.1
O=[N+]([O-])c1ccc(Cc2nnc(-c3ccc(Cl)cc3Cl)o2)cc1
    51.7*, -0.2, 11.2, 0.4
CC1(C)CC(=O)c2sc(NC(=O)Cc3ccccc3[N+](=O)[O-])nc2C1
    -0.5, 2.4, 7.1, 0.0
COc1ccc(C2CC(c3cccs3)=NN2C(=O)CSc2nnc(CNC(=O)Cc3ccccc3)n2Cc2ccccc2)cc1 (stereo not given)
    17.4, 0.0, 1.9, 0.0
CC1=C(C(=O)OCCc2ccccc2)C(c2ccc([N+](=O)[O-])cc2)NC(=O)N1C (stereo not given)
    5.7, -0.1, 19.6, 0.8
Clc1ccccc1Nc1cc(Nc2ccccc2Cl)ncn1
    -21.8, 0.8, 15.3, 0.0
Cn1ccsc1=NC(=O)c1cc([N+](=O)[O-])ccc1N1CCOCC1
    2.6, 0.2, 7.6, 0.2
Cc1ccc2nc(-c3ccc(Br)cc3)cc(C(=O)Nc3ccccc3)c2c1
    -2.2, -1.9, -12.8, -0.1
NCc1cc(Cl)c2c(c1)OCCCO2
    0.7, 0.3, -0.4, 0.0
O=C(/C=C/c1c[nH]c2ccccc12)N1CCCCC1
    -53.7, 0.3, 7.9, -0.2
O=C(CSc1nc2sc3c(c2c(=O)n1Cc1ccccc1)CCCCC3)c1ccccc1
    1.1, -0.5, 0.7, -0.1
CCOC(=O)CC(c1ccc(OC)cc1)N1CNc2c(c(=O)n(C)c(=O)n2C)C1 (stereo not given)
    -1.9, 0.2, -2.1, 0.0
O=[N+]([O-])c1cc(S(=O)(=O)c2ccc(-n3ccnc3)c([N+](=O)[O-])c2)ccc1-n1ccnc1
    -14.1, -0.7, 25.7, 0.3
CNC(=O)/C(C#N)=C/c1ccc(-c2ccccc2Cl)o1
    -45.0, -0.7, 5.5, 0.1
CCOC(=O)c1c(C)oc2cc(Cl)c(OC)c(OC)c12
    5.1, 0.6, -4.7, 0.1
CCCc1noc(-c2cccc([N+](=O)[O-])c2)n1
    -2.9, 1.4, 1.2, 0.0
O=C(CCN(Cc1ccccc1)S(=O)(=O)c1ccc(Cl)cc1)NO
    -13.2, 0.7, -8.1, -0.1
Fc1ccc(CNc2ccnc3cc(Cl)c(Cl)cc23)cc1
    -12.9, -1.1, 13.9, 0.2
c1ccc(Oc2ccc(Nc3cc(N4CCOCC4)ncn3)cc2)cc1
    -11.5, 0.3, 7.3, 0.1
CC(Cc1ccc2c(c1)OCO2)CN1CCOc2ccc(CN3CCC(O)CC3)cc2C1 (stereo not given)
    -4.8, 1.4, 2.3, 0.0
Cc1cc(=O)n2nc(N(C)CC(=O)NCCCOC(C)C)sc2n1
    -6.1, 0.9, 6.7, -0.1
CCN(CC)c1ccc(C2C(C#N)=C(N)Oc3n[nH]c(-c4ccccc4)c32)cc1 (stereo not given)
    11.7, 0.4, 7.2, -0.1
CC(Oc1ccc(Cl)cc1Cl)c1nc(-c2ccncc2)no1 (stereo not given)
    3.0, 1.0, 3.6, 0.0
CC(=O)c1cccc(NC(=O)c2ccc(C(=O)c3ccccc3)cc2)c1
    -25.4, -2.2, -17.2, -0.2
O=C(CCc1ccccc1)Nc1nnc(C2=COCCO2)o1
    6.1, 1.6, 14.7, -0.2
COc1ccc2nc(CCCN(C)C(=O)Nc3ccc(C(C)=O)cc3)[nH]c2c1
    -4.9, -0.4, 17.4, 0.2
CC(C)(C)NC(=O)NC(=O)CN1CCc2ccccc21
    -8.4, -0.1, -1.2, 0.1
CC(CCc1ccccc1)NC(=O)c1cn(C)c2ccc(S(=O)(=O)N(C)C)cc2c1=O (stereo not given)
    -3.7, -0.8, 27.6, 0.1
O=C(NCC1CCC2(CCN(C(=O)c3n[nH]c4c3CCC4)CC2)O1)c1ccccc1F (stereo not given)
    14.4, 0.9, -0.9, -0.1
Cc1cccc(NC(=O)CSc2nnnn2C)c1C
    0.7, -0.2, 19.6, 0.6
N#C/C(=C\C=C\c1ccccc1[N+](=O)[O-])C(=O)Nc1ccccc1
    -3.3, -0.8, -3.7, -0.1
Cc1ccc(CNS(=O)(=O)c2cc(Br)cnc2N)cc1
    -2.1, 0.7, 0.4, -0.4
CC(=O)c1ccc(OCC(=O)c2ccc(C)c(C)c2)cc1
    -14.6, -0.7, 1.4, -0.1
O=C1C(Nc2ccc(O)cc2)=C/C(=N/S(=O)(=O)c2cccs2)c2ccccc21
    97.4*, -1.8, 29.4, -0.6
Cc1nc2sc(C(=O)N3CCCC3)c(C)c2c(=O)[nH]1
    -5.6, -1.6, -1.4, -0.1
COCCNC(=O)[C@@H]1C[C@H](NCc2ccccc2Cl)CN1C1Cc2ccccc2C1
    -3.3, 6.4*, -0.9, -0.1
O=C(NNC(=O)C1CCCCC1)c1ccccn1
    -6.6, -0.3, 2.1, -1.7
CS(=O)(=O)c1cnc(-c2ccncc2)nc1-c1ccccc1
    4.7, 0.8, 18.4, 0.3
N#Cc1sc2nnc(-c3ccncc3)n2c1N
    3.5, -1.5, 3.0, -0.2
COc1ccc(C2C(C(C)=O)=C(O)C(=O)N2CCO)cc1 (stereo not given)
    -2.8, 4.4, 3.1, -0.1
Cc1[nH]c2ccccc2c1C(=O)COC(=O)c1cc[n+]([O-])cc1
    1.8, 3.5, 6.3, 0.2
CCOC(=O)c1c(NC(=O)CSc2nnc(CNC(=O)c3ccc(OC)c(OC)c3)n2C2CCCCC2)sc2c1CCCC2
    -2.0, -0.3, -10.1, 0.0
O=C(NCc1ccc(Cl)cc1)c1cnc2ccccn2c1=O
    0.2, -1.4, 8.2, 1.2
CCN(CC)c1ccc(C(=O)Nn2c(-c3cc(OC)c(OC)c(OC)c3)nc3ccccc3c2=O)cc1
    5.5, 0.0, 1.9, -0.5
COC(=O)C1=C(N)N(c2cccc([N+](=O)[O-])c2)C2=C(C(=O)CC(C)(C)C2)C1c1cccnc1 (stereo not given)
    -8.2, 2.2, -4.9, -0.1
COc1ccc(-c2cnn3ccc(Nc4cccc(Cl)c4)nc23)c(OC)c1
    1.8, -0.4, -12.5, -0.5
Cc1cc(=O)c(C(=O)O)nn1-c1ccccc1Cl
    -3.3, 2.8, -12.1, 0.0
CC1(C)CC(=O)c2sc(NC(=O)CN3CCN(c4ccccc4)CC3)nc2C1
    18.2, 2.0, 7.6, -0.1
COc1ccc(Cl)cc1NC(=O)c1c(NCc2ccccn2)sc2c1CCC2
    3.5, 0.2, -1.8, -0.3
O=C(Nc1cccnc1)c1cnn(-c2ccccc2)c1-n1cccc1
    -9.8, 0.0, 9.6, 0.0

The closing 2 entries of the section above lead into the next.
Below each compound – TEAD-YAP block, GPR151 ag, MITF inh, FBW7 act
COc1ccc(Cl)cc1NC(=O)c1c(NCc2ccccn2)sc2c1CCC2
    3.5, 0.2, -1.8, -0.3
O=C(Nc1cccnc1)c1cnn(-c2ccccc2)c1-n1cccc1
    -9.8, 0.0, 9.6, 0.0
CCOc1cc(C2NC(=O)NC(C)=C2C(=O)Nc2ccccc2C)ccc1OCC(N)=O (stereo not given)
    4.7, 0.6, 4.0, 0.0
Nc1nc(SCC(=O)Nc2ccc(F)cc2F)n[nH]1
    1.7, -2.4, 18.5, 0.0
CC1(C)CC(=O)C2=C(C1)Nc1ccccc1N(C(=S)Nc1ccccc1)C2c1ccco1 (stereo not given)
    -16.8, 0.2, 17.8, 0.4
CC(C)c1ccccc1NC(=S)NCCCN1CCOCC1
    9.4, -0.7, 8.1, 0.1
COc1ccccc1NC(=O)C1=C(C)NC(=O)NC1c1ccc([N+](=O)[O-])o1 (stereo not given)
    -6.2, -0.1, 12.0, -0.1
O=C(NC1CCCCC1)c1ccc2ccccc2c1
    -37.5, -0.1, 4.0, 0.1
CCCOc1ccc(C2C(C(=O)OC3CCCC3)=C(C)NC3=C2C(=O)CCC3)cc1OC (stereo not given)
    1.3, -0.5, 4.2, 0.4
O=C(Nc1cccc(C(F)(F)F)c1)c1cn(-c2ccccc2)nc1-c1ccccc1
    -5.1, -1.3, -7.0, 0.0
CCN(CC)C(=O)c1ccc(Sc2ccc(F)cc2)c([N+](=O)[O-])c1
    1.3, -1.1, 12.9, 0.3
CCN(CC)c1nc(NCc2cccc(C(F)(F)F)c2)nc(N2CCCC2CO)n1 (stereo not given)
    -6.0, 0.0, -4.8, -0.1
Cc1ccnc(NS(=O)(=O)c2ccc(NC(=O)CCCC(=O)O)cc2)n1
    6.8, 0.5, -11.5, 0.0
C[C@H](O)[C@H]1NC(=O)[C@@H]2C[C@H](NC(=O)Nc3ccccc3)CN2C1=O
    -9.1, 2.6, -4.2, -0.1
CC1CCCC(NC(=O)CNC(=S)N(Cc2ccc(F)cc2)C2CCCCC2)C1C (stereo not given)
    -4.4, -0.4, 10.7, 0.2
CCOC(=O)c1c(NC(=O)CSc2nnc(CNC(=O)c3c(F)cccc3Cl)n2-c2ccc([N+](=O)[O-])cc2)sc2c1CCCC2
    0.0, 1.1, -5.0, 0.0
CC(c1nccs1)N(C)c1nc2nonc2nc1N(C)C (stereo not given)
    4.3, -1.7, 13.7, 0.0
CC(=O)N1c2ccc(S(=O)(=O)NC(C(=O)Nc3ccc(C)cn3)C(C)C)cc2CC1C (stereo not given)
    -0.3, -0.6, -0.3, 0.0
CCC(=O)N(C(=O)CC)c1cc2oc3ccccc3c2cc1OC
    -12.2, 0.6, -2.0, 0.0
CCCc1nnc(SCC(=O)N2CCCCC2C)n1C (stereo not given)
    6.8, -0.4, 3.1, -0.2
O=C(Cc1cn(-c2ccc(Nc3ccc(C(F)(F)F)cc3)nn2)c2ccccc12)NCc1cccc(C(F)(F)F)c1
    -0.8, -0.8, -19.4, 0.1
O=C(CCl)Nc1ccc(NC(=O)CCl)cc1
    15.9, -0.4, -6.5, -0.3
Cc1ccc2[nH]c(=O)c(CN(CCO)C(=O)N(C)C)cc2c1
    4.0, 1.0, -2.3, 0.1
CC(C)(c1ccccc1)c1ccc(OCC(=O)N2CCOCC2)cc1
    -13.4, 0.2, 1.1, 0.0
Cc1c(Cl)c([N+](=O)[O-])nn1CC(=O)NCC1CCCO1 (stereo not given)
    7.4, -0.7, 19.5, 0.5
CCOC(=O)c1cnn2c(C)cc(-c3ccc(OCC)cc3)nc12
    -58.7, 1.2, -22.5, 0.1
Cc1cc(SCc2ccccc2C)n2nc(C)nc2n1
    8.2, -0.3, 4.1, 0.2
COCCSc1nnc(NC(=O)COC)s1
    -3.5, 1.3, 7.8, 0.0
O=C(O)C/C(=C\c1ccc(N2CCOCC2)cc1)c1nc2ccccc2s1
    75.0*, -0.9, -4.2, -0.1
COc1ccc(C2CC(c3cccs3)=Nc3ccccc3S2)c(OC)c1 (stereo not given)
    -36.9, 0.1, 1.7, -0.6
CCn1c(N2CCC(C(=O)Nc3ccc4c(c3)OCO4)CC2)nc2ccccc21
    13.9, -0.1, -1.6, 0.1
Nc1c2c(nc3ccc(Br)cc13)N(c1ccccc1)CC2
    -3.8, 0.6, 11.3, -0.1
O=C(CC1CCC1)Nc1cccc(Br)c1
    -2.2, 1.2, 8.8, 0.3
Cc1cc2oc(-c3cc4ccccc4o3)cc(=O)c2cc1C
    10.3, 0.6, 17.7, 0.1

Five neighbouring compounds already listed:
Below each compound – TEAD-YAP block, GPR151 ag, MITF inh, FBW7 act
COc1ccc(C2CC(c3cccs3)=Nc3ccccc3S2)c(OC)c1 (stereo not given)
    -36.9, 0.1, 1.7, -0.6
CCn1c(N2CCC(C(=O)Nc3ccc4c(c3)OCO4)CC2)nc2ccccc21
    13.9, -0.1, -1.6, 0.1
Nc1c2c(nc3ccc(Br)cc13)N(c1ccccc1)CC2
    -3.8, 0.6, 11.3, -0.1
O=C(CC1CCC1)Nc1cccc(Br)c1
    -2.2, 1.2, 8.8, 0.3
Cc1cc2oc(-c3cc4ccccc4o3)cc(=O)c2cc1C
    10.3, 0.6, 17.7, 0.1
